High-throughput results (PubChem)
TexasRed fluor – counter-screen for TRb-SRC2 inhibitors: fluorescence interference; TRb/SRC2 Texas Red total fluorescence interference; Potency, µM (top dose mostly 106 µM), inactives show at the highest dose fluorescence change, negative = quenching; 280,000 compounds, 0.29% hits; active = well fitted curve in either direction with a large enough effect; inconclusive = small, poorly fitted or top-dose-only effect
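Flags fluorescent or light-absorbing compounds by total fluorescence, S + 2P, at 555 nm excitation and 632 nm emission. Mixture: 20 nM Texas Red SRC2 peptide, 0.6 uM human TRb LBD, 1 uM T3, 5% DMSO; compound exposure 5 h at ambient temperature.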
GAA glycogen – inhibitors or activators of human alpha-glucosidase glycogen cleavage. recombinant GAA, glycogen substrate, Amplex Red glucose oxidase fluorescence. Potency, µM (doses to about 76.4 µM), inactives show at the top dose activity change, negative = inhibition, hits mostly inhibitors. 300,000 compounds, 0.38% hits. AID 2100;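 note: 0% = full enzyme reaction and -100% = no-enzyme basal signal; the screen sought inhibitors and activators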
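qHTS, 1536-well; enzyme 4 nM final; cpd up to 77 uM; substrate bovine liver glycogen 30 ug; 50 mM citrate/phosphate pH 5.0, 0.01% Tween-20; 37 C, 40 min; Amplex Red detection 45 min RT; Hill fit → AC50.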
TRb-SRC2 inh – inhibitors of human thyroid hormone receptor beta-SRC2 interaction; P10828; TRbeta-SRC2 peptide binding, fluorescence polarization; receptor liganded with 1 µM T3; Potency, µM (top dose mostly 106 µM), for inactives: at the top dose activity change, negative = inhibition, hits mostly inhibitors; 280,000 compounds, 0.065% hits;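 note: plate controls were bound peptide for no effect and peptide without receptor for full effect; nearly all actives have a fitted effect of over 50% in size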
Target sequence (P10828 whole entry, looked up): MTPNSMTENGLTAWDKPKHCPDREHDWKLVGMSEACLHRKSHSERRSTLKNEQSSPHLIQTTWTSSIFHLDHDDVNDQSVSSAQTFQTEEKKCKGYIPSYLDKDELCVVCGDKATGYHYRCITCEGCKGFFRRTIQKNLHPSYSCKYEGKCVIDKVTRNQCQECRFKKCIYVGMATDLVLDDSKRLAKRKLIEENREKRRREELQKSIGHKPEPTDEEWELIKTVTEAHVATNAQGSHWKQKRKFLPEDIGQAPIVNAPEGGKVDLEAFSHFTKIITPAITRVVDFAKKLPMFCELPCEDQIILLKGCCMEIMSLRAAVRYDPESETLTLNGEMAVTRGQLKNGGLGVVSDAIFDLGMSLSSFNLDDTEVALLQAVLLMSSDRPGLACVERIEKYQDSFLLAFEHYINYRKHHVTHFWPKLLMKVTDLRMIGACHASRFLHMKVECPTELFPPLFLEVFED
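Decrease in fluorescence polarization of 20 nM Texas Red SRC2 coactivator peptide flagged inhibition of its binding to 0.6 uM TRb LBD; 1 uM T3 included, incubation 5 hr, ex 555/em 632 nm.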
An asterisk follows results filed as active; ? = inconclusive; & = joins results of further samples; [ ] = dose if it differs, or a comment. Unless noted, calls come from the whole dose curve; as a rule, active = well fitted curve in the direction sought with a large enough effect; inconclusive = small, poorly fitted or top-dose-only effect, or another doubt; inactive = no such curve, though single readings can be large; an effect the other way counts as inactive or inconclusive. Unless noted, % is set by controls: 0 for no effect and ±100 for the full control effect; potency is the fitted concentration of half-maximal effect. Not all compounds are listed; rates above refer to the full screens.

Start of the data: the first seven entries, ahead of the listing:
SMILES | TexasRed fluor | GAA glycogen | TRb-SRC2 inh
COc1ccc(Cl)cc1CNCCSc1nnnn1-c1ccccc1 | 4% | -12%[76.3 µM] | 0%
Cc1ccsc1CCN1C(=O)N(c2ccc(F)cc2)C(=O)C1CC(=O)Nc1ccccc1 (centres undefined) | -1% | -20%[76.3 µM] | 4%
COc1cccc(C2NC(=O)c3n[nH]c(-c4cccs4)c32)c1 (centres undefined) | 0% | 14%[76.3 µM] | 5%
CCC(=O)N1CCc2cc(Br)cc(S(=O)(=O)CCC(=O)Nc3cccc(C)c3C)c21 | -1% | -3%[76.3 µM] | 1%
COc1ccc2[nH]c3c(c2c1)CCN(C(=O)c1cccc(Cl)c1)C3c1ccc(F)cc1 (centres undefined) | -2% | -6%[76.3 µM] | -2%
COc1cc(CN(C(=O)COc2ccccc2Cl)c2ccccn2)cc(OC)c1OC | 6% | 2%[76.3 µM] | -5%
COc1ccc(S(=O)(=O)c2cn(C)c3ccc(C)cc3c2=O)cc1 | 2% | 11%[76.3 µM] | 0%

This part in full, from the first entry:
SMILES | TexasRed fluor | GAA glycogen | TRb-SRC2 inh
COc1ccc(Cl)cc1CNCCSc1nnnn1-c1ccccc1 | 4% | -12%[76.3 µM] | 0%
Cc1ccsc1CCN1C(=O)N(c2ccc(F)cc2)C(=O)C1CC(=O)Nc1ccccc1 (centres undefined) | -1% | -20%[76.3 µM] | 4%
COc1cccc(C2NC(=O)c3n[nH]c(-c4cccs4)c32)c1 (centres undefined) | 0% | 14%[76.3 µM] | 5%
CCC(=O)N1CCc2cc(Br)cc(S(=O)(=O)CCC(=O)Nc3cccc(C)c3C)c21 | -1% | -3%[76.3 µM] | 1%
COc1ccc2[nH]c3c(c2c1)CCN(C(=O)c1cccc(Cl)c1)C3c1ccc(F)cc1 (centres undefined) | -2% | -6%[76.3 µM] | -2%
COc1cc(CN(C(=O)COc2ccccc2Cl)c2ccccn2)cc(OC)c1OC | 6% | 2%[76.3 µM] | -5%
COc1ccc(S(=O)(=O)c2cn(C)c3ccc(C)cc3c2=O)cc1 | 2% | 11%[76.3 µM] | 0%
CCc1cccc(C)c1NC(=O)CN1C(=O)c2cccc3cccc1c23 | 0% | -2%[76.3 µM] | 6%
O=C(c1cc2c(s1)-c1ccccc1OC2)N1CCN(c2ccc(F)cc2)CC1 | 4% | -11%[76.3 µM] | -9%
CCCn1cc(S(=O)(=O)c2cccc(Cl)c2)c(=O)c2cc(F)c(N3CCOCC3)cc21 | 12% | -8%[76.3 µM] | 2%
O=C(O)c1ccc(Nc2nc(-c3ccccc3)c3cc(Br)ccc3n2)cc1 | ? | 14%[76.3 µM] | -6%
Cc1ccc(NC(=O)C2CCCN(S(=O)(=O)c3c(C)n[nH]c3C)C2)cc1C (centres undefined) | -2% | 9%[76.3 µM] | 3%
COc1ccc(NC(=O)CSc2nc3ccccc3[nH]2)cc1 | 5% | 12%[76.3 µM] | 8%
CCN(C(=O)Cn1c(C(=O)OC)cc2oc3ccccc3c21)c1cccc(C)c1 | 0% | -15%[76.3 µM] | 2%
Cc1ccc(Sc2c(C(=O)NCc3ccccc3C)[nH]c3ccccc23)cc1 | -1% | 13%[76.3 µM] | -3%
COc1ccc(-c2noc(-c3nnn(-c4cc(C)ccc4C)c3N)n2)cc1 | -1% | 16%[76.3 µM] | -8%
CCOc1ccccc1NC(=O)CCn1nc(C)c(S(=O)(=O)N2CCCCC2)c1C | 0% | -7%[76.3 µM] | 9%
c1ccc(CSc2nc3ncccc3[nH]2)cc1 | -11% | 9%[76.3 µM] | 3%
CCOC(=O)c1c(NC(=O)COc2ccc(Cl)cc2Cl)sc2c1CCCCC2 | 3% | -8%[76.3 µM] | 3%
CS(=O)(=O)N1CCc2cc(C(=O)NCc3ccccc3)ccc21 | -2% | 5%[76.3 µM] | -7%
CCCC(=O)Nc1nnc(S(=O)(=O)N(C)c2ccccc2)s1 | 6% | -5%[76.3 µM] | -6%
O=C(Cn1c(=O)c2cccn2c2ccccc21)NCc1ccccc1F | 7% | -14%[76.3 µM] | 7%
COc1cc(NC(=O)NCC2CCN(Cc3ccc(C)cc3)CC2)cc(OC)c1OC | 0% | 4% | 3%
CCCCCN1C(C(=O)c2ccccc2)=C(NC(C)=O)c2ccccc2S1(=O)=O | ? | 13%[76.3 µM] | -6%
CC(=O)N1CCc2cc(S(=O)(=O)NC(Cc3ccccc3)C(=O)Nc3ccc(Cl)cc3)ccc21 (centres undefined) | 0% | 16%[76.3 µM] | -7%
Remaining list, next part.
SMILES | TexasRed fluor | GAA glycogen | TRb-SRC2 inh
CCn1c(=O)sc2cc(NS(=O)(=O)c3ccc(F)c(C)c3)ccc21 | 1% | -15%[76.3 µM] | 2%
O=C(Nc1ccc(Cl)cc1F)c1oc(=O)c2ccccc2c1-c1ccccc1 | 1% | 11%[76.3 µM] | -3%
COc1ccccc1N1CCN(S(=O)(=O)c2c(C)nc3sc(C)c(C)n3c2=O)CC1 | 0% | 15%[76.3 µM] | -4%
CN(C(=O)CSc1nc2ccc(NC(=O)c3ccccc3)cc2s1)c1ccccc1 | -13% | 9%[76.3 µM] | 10%
CCSc1nc(-c2ccccc2OC)nc2c1Cc1c(CO)cnc(C)c1O2 | -1% | 22%[76.3 µM] | -1%
COc1ccc(NC(=O)Cn2cc(C(=O)C3CC3)c3ccccc32)cc1 | -2% | -4%[76.3 µM] | -1%
Cc1ccsc1CN(C(=O)c1oc2ccccc2c1C)C1CCS(=O)(=O)C1 (centres undefined) | 1% | -7%[76.3 µM] | -6%
CCOc1ccc(NC(=O)Cn2c(CCC(=O)O)ccc2-c2ccc(Cl)cc2)cc1 | 7% | 13%[76.3 µM] | 5%
Cc1nn2c(C(F)(F)F)cc(-c3ccc(OC(C)C)cc3)nc2c1C#N | 4% | 15%[76.3 µM] | 1%
CCOc1cc(C(=O)Nc2ccc3oc(-c4ccc(F)cc4Cl)nc3c2)cc(OCC)c1OCC | -21% | 10%[76.3 µM] | -1%
Cc1ccc2c(c1)C(c1ccc(F)cc1)N(C(=O)c1cccc(C(F)(F)F)c1)CC(=O)N2 (centres undefined) | -2% | 6%[76.3 µM] | 16%
COc1ccc2nc3sc(C(=O)Nc4cc(Cl)c(OC)cc4OC)cc3cc2c1 | -2% | 11%[76.3 µM] | -5%
CC(C)c1ccc(OCC(O)CN2CCN(c3ccc(F)cc3)CC2)cc1 (centres undefined) | -24% | 10%[76.3 µM] | 2%
CCOc1ccccc1C1Nc2ccccc2-c2nnc(SCc3ccccc3)nc2O1 (centres undefined) | -2% | 14%[76.3 µM] | 8%
CCOc1ccc(-c2cc(NC(=O)c3c(F)cccc3F)c(C(=O)OC)s2)cc1 | -1% | -4%[76.3 µM] | -9%
COc1ccc(Cn2c(SCc3ccc(C(=O)NCc4cccs4)cc3)nc3cccnc32)cc1 | -28% | 8%[76.3 µM] | 4%
CCc1nn(CC(=O)NCCc2ccc(OC)cc2OC)c(=O)c2cc3c(OC)cccc3n12 | ? | -1%[76.3 µM] | 0%
CCOc1ccc(Nc2c3c(nc4nncn24)CCC3)cc1 | 0% | 2%[76.3 µM] | 1%
CCCCN(CC)CCCNC(=O)c1nn(-c2ccc(OC)cc2)c(=O)c2c1c1ccccc1n2C | 0% | -5%[76.3 µM] | -9%
CCOC(=O)c1ccc(NC(=O)Cn2cc(S(=O)(=O)Cc3ccccc3F)c3ccccc32)cc1 | -19% | 7%[76.3 µM] | 9%
CCc1nnc2c(Nc3cc(OC)c(Cl)cc3OC)nc3ccccc3n12 | -1% | -4%[76.3 µM] | -4%
COc1ccc(CNC(=O)c2sc3nc4n(c(=O)c3c2C)CCCCC4)cc1 | -13% | -12%[76.3 µM] | 4%
Cc1oc2ccc(O)c(CN3CCN(C)CC3)c2c1C(=O)Nc1cccc(Cl)c1C | -20% | 11%[76.3 µM] | -6%
CCOc1cc(C#N)c(-n2nnc3c(sc4nc(C)cc(C)c43)c2=O)cc1OCC | -16% | -4%[76.3 µM] | -3%
Cc1ccsc1CN(C(=O)c1ccc(Br)cc1)C1CCS(=O)(=O)C1 (centres undefined) | 0% | 1%[76.3 µM] | -5%
Remaining list, next part.
SMILES | TexasRed fluor | GAA glycogen | TRb-SRC2 inh
O=c1cc(-c2ccccc2)c2ccc3c(c2o1)CN(Cc1cccc(Cl)c1)CO3 | -13% | -7%[76.3 µM] | 3%
CCOc1ccc(NC(=O)c2sc3nc4n(c(=O)c3c2C)CCC4)cc1 | -2% | -3%&10%[76.3 µM] | -2%
Cc1cccc(NCc2nc3ccccc3n2CCOc2ccccc2C)c1 | 1% | -5%[76.3 µM] | -1%
CS(=O)(=O)c1ncc(Cl)c(C(=O)N2CCN(c3cccc(Cl)c3)CC2)n1 | 4% | 0%[76.3 µM] | -8%
CC(=O)N1CCc2c(sc3c2c(=O)n(Cc2ccccc2)c(=O)n3Cc2ccc(C)cc2)C1 | -27% | 6%[76.3 µM] | -3%
Cc1oc2ccc(O)c(CN3CCCC(C)C3)c2c1C(=O)Nc1ccccc1 (centres undefined) | 2% | 13%[76.3 µM] | -2%
COc1ccccc1CNC(=O)CCCn1c(=O)c2ccccc2n(CC(=O)Nc2c(C)cc(C)cc2C)c1=O | 13% | -4%[76.3 µM] | 3%
CC(C)(C)c1ccc(S(=O)(=O)c2cn(CC(=O)Nc3ccccc3)c3ccccc3c2=O)cc1 | -1% | 16%[76.3 µM] | 4%
CCCC(=O)n1nc(-c2ccco2)nc1NCc1ccccc1Cl | 3% | 17%[76.3 µM] | 2%
Cc1ccc(-c2nc3ncccc3o2)cc1NC(=O)c1cccc(OCC(C)C)c1 | -3% | 21%[76.3 µM] | 10%
COc1ccccc1N1CCN(C(=O)Cn2ncc3ccsc3c2=O)CC1 | 1% | -15%[76.3 µM] | -10%
COc1ccc(OCC(=O)NCC2(N3CCN(C)CC3)CCCCC2)cc1 | ? | 14%[76.3 µM] | -4%
COc1cccc(CNC(=O)COCc2cc(-c3ccc4c(c3)OCO4)on2)c1 | -22% | 1%[76.3 µM] | 4%
COc1cccc(CNC(=O)CCc2c(C)nc3c(c2C)c(=O)n(C)c(=O)n3C)c1 | -19% | 16%[76.3 µM] | -3%
CN(C(=O)c1cc2c(=O)n3ccccc3nc2n1C)c1ccccc1 | 4% | -3%[76.3 µM] | -2%
CC(=O)c1ccc(NC(=O)Cn2cc(S(=O)(=O)Cc3ccccc3Cl)c3ccccc32)cc1 | ? | -9%[76.3 µM] | 4%
CCOC(=O)c1sc2ncn(CC(=O)Nc3ccc(OC)c(Cl)c3)c(=O)c2c1C | -1% | -18%[76.3 µM] | 4%
CCC1=C(c2ccc(C)cc2)S(=O)(=O)N=C1N1CCC(C(=O)NCCc2cccc(OC)c2)CC1 | -5% | 0%[76.3 µM] | 3%
CC(=O)c1cccc(NS(=O)(=O)c2cc3c(cc2C)n(C)c(=O)c(=O)n3C)c1 | 3% | 16%[76.3 µM] | 6%
Cc1nc2ncnn2c(C)c1CCC(=O)N1CCN(c2ccccc2)CC1 | -14% | 20%[76.3 µM] | 2%
CCc1cccc(C)c1NC(=O)CSc1nnc(N)s1 | -2% | -3%[76.3 µM] | 1%
Cc1cc(C)c(OCC(=O)N(Cc2ccc(N(C)C)cc2)CC2CCCO2)c(C)c1 (centres undefined) | 0% | -24%[76.3 µM] | -6%
O=C(CSc1oc(-c2ccco2)nc1S(=O)(=O)c1ccc(Br)cc1)c1ccccc1 | 1% | -3%[76.3 µM] | -7%
O=C(Nc1ccc(F)c(Cl)c1)C1CCCN1S(=O)(=O)c1ccc(F)cc1 (centres undefined) | ? | -7%[76.3 µM] | -5%
Cc1ccc(CNC(=O)CSc2c3c(nc4ccc(Cl)cc24)CCCC3)cc1 | 0% | 15%[76.3 µM] | 4%
(list continues)
SMILES | TexasRed fluor | GAA glycogen | TRb-SRC2 inh
O=C(c1cc(-c2ccccc2O)on1)N1CCCCC1 | 3% | -8%[76.3 µM] | -7%
Cc1scc(CN2CCN(c3ccccc3F)CC2)c1C | 0% | 3%[76.3 µM] | 1%
O=C(Cn1c(=O)n(Cc2ccc3c(c2)OCO3)c(=O)c2ccc(C(=O)NC3CCCCC3)cc21)Nc1ccccc1F | -1% | 16%[76.3 µM] | 0%
COc1ccc(CNc2nc(-c3ccccc3)nn2S(=O)(=O)c2ccccc2)cc1 | -64% | -5%[76.3 µM] | -7%
CC1=C(C(N)=O)C(c2ccc(C(C)C)cc2)n2nc(SCc3ccccc3F)nc2N1 (centres undefined) | -1% | -6%[76.3 µM] | -2%
CCCCOc1ccc(Cn2c(=O)sc3ccccc32)cc1OC | -15% | 8%[76.3 µM] | 11%
Fc1ccc(-c2cc(-c3ccccc3)c3c(n2)-c2cc(F)ccc2OC3)cc1 | 2% | -5%[76.3 µM] | -4%
